# Menin MLL FP TR = qHTS Assay for Inhibitors Targeting the Menin-MLL Interaction in MLL Related Leukemias: Competition With Texas Red Labeled MLL-derived Mutant Peptide | Menin + Texas Red MLL mutant peptide, fluorescence polarization | AID 1768, 2009 | 270,000 compounds, 0.23% hits | Potency, µM (top dose mostly 61.6 µM), for the others: at the top dose FP activity change, negative = inhibition, actives largely listed as inhibitors | O00255; active = well fitted inhibition curve with a large enough effect in the polarisation, with a control signal flat, not every such curve was filed as active; inconclusive = small, poorly fitted or top-dose-only effect, or effect the other way, or a change in a side signal; inactive = no such curve, though single readings can be large or run the other way; the % refers to the polarisation; also: potency is read from the fitted curve at half-maximal effect; % of control where 0% means no effect; many of its hits are not listed in these tables
# Target sequence (O00255 whole entry, looked up): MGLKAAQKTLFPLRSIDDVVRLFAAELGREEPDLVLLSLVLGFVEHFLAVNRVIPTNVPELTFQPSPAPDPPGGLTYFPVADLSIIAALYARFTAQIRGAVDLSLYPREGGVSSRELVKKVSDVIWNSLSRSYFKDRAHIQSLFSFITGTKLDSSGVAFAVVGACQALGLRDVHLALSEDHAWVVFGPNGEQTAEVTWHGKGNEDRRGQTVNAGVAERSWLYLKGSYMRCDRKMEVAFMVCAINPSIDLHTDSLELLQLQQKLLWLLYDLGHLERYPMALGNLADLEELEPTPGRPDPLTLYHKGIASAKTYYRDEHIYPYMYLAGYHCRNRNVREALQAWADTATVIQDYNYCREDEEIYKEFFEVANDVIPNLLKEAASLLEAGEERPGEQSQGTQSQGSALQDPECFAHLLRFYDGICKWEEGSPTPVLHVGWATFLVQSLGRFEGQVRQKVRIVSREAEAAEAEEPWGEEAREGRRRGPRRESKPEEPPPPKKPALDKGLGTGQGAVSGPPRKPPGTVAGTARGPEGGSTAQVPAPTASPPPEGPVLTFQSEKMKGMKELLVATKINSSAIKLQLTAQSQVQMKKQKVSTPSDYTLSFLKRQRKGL
# BCR signal inh = qHTS Assay to Find Inhibitors of Chronic Active B-Cell Receptor Signaling. ABC-DLBCL IkBa-CBG/CBR reporter, luminescence ratio, 4 h. Potency, µM (series often up to 46.1 µM), without a hit: top-dose ratio change, negative = lower green/red ratio, usual class: inhibitors. 340,000 compounds, 0.05% hits. AID 493014, 2011; active = well fitted inhibition curve with a large enough effect in the signal ratio, with a control signal flat, not every such curve was filed as active; inconclusive = small, poorly fitted or top-dose-only effect, or effect the other way, or a change in a side signal; the % refers to the signal ratio;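 also: potency is read from the fitted curve at half-maximal effect; plate controls were basal doxycycline-induced cells for no effect and cells given 10 µM MG132 for full effect; MG132 reads +100%, hits lower the ratio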
#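 TMD8 ABC-DLBCL cells carrying doxycycline-inducible green luciferase fused to IkappaBalpha plus unfused red luciferase were exposed to compounds (up to 46 uM) for 4 hrs at 37C. Activity came from the overlap-corrected green/red luminescence ratio.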
# Eya2 phos inh = qHTS Assay for Inhibitors of the Phosphatase Activity of Eya2; Protein phosphatase EYA2 (Homo sapiens), O00167; recombinant Eya2, OMFP fluorescence dephosphorylation (OMFP is methylfluorescein phosphate); Potency, µM (series often up to 76.9 µM), for inactives: top-dose activity, negative = inhibition, most hits filed as inhibitors; 330,000 compounds, 0.006% hits; AID 488837, 2010; also: potency is read from the fitted curve at half-maximal effect; % is scaled to controls: 0 for no effect and ±100 for the full control effect
#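 Eya2 (0.2 uM) preincubated 10 min at ambient with compound, then OMFP substrate added at 50 uM; 10 min reaction in 50 mM HEPES pH 7.5, 50 mM NaCl, 5 uM MgCl2, 0.05% BSA, 1 mM DTT. Fluorescence read at Ex 485/Em 525 nm.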
# KCNH2 WT inh = qHTS for Inhibitors of KCHN2 3.1: Wildtype qHTS. U2OS, BacMam KCNH2, thallium flux FluxOr; stronger effect = lower value. AID 720551, 2013. activity change, % at 1.84 µM. 340,000 compounds, 0.37% hits;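 active = maximum activity change below -70%; inconclusive = maximum activity change between -70% and -50%; inactive = maximum activity change above -50%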; also: % is scaled to controls: 0 for no effect and ±100 for the full control effect
#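 U2OS cells transduced with wild-type KCNH2 virus are loaded with FluxOr dye for 45 min, and thallium flux is measured in kinetic reads before and after stimulation buffer. Rate constants are normalized to DMSO controls.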
# S-ASM inh = Inhibitors of Secretory Acid Sphingomyelinase (S-ASM): qHTS. Sphingomyelin phosphodiesterase (Homo sapiens), P17405. placental ASM, HMU-PC fluorogenic substrate, 60 min. Potency, µM (doses to about 57.5 µM), without a hit: at the top dose activity change, negative = inhibition, hits mostly inhibitors. 340,000 compounds, 0.006% hits. AID 504937, 2011; also: potency is read from the fitted curve at half-maximal effect
#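 HMU-PC0 cleavage (9 uM final) by human placental ASM, 60 min at 37 °C following 10 min compound exposure at RT; stopped at pH 10, fluorescence Ex 386/Em 447 nm.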
# GALK inh = qHTS Assay for Inhibitors of Human Galactokinase (GALK); Potency, µM (titrated, usually from 57.5 µM), for the others: top-dose activity change, negative = inhibition, actives largely listed as inhibitors; Purified GALK, Kinase-Glo residual ATP luminescence; 270,000 compounds, 0.007% hits; P51570; also: potency is read from the fitted curve at half-maximal effect; % is scaled to controls: 0 for no effect and ±100 for the full control effect
# Target sequence (P51570 whole entry, looked up): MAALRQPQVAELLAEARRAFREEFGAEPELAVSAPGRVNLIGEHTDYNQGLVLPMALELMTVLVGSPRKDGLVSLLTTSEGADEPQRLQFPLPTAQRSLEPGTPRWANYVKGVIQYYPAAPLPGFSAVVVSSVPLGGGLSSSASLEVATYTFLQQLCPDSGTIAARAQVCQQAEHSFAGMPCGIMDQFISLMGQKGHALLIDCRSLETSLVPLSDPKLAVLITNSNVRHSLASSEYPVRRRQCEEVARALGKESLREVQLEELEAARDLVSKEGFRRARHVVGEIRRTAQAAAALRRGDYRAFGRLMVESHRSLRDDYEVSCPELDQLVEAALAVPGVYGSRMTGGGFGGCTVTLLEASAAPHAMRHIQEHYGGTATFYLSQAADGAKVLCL
#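 GALK at 5 nM final was combined with compound, 35 uM ATP and 100 uM galactose in HEPES pH8.0 with MgCl2 and DTT. The reaction ran one hour at room temperature before luminescent ATP detection.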
# PKM2 activator = qHTS Assay for Activators of Human Muscle isoform 2 Pyruvate Kinase. Pyruvate kinase PKM (Homo sapiens), P14618. purified PKM2, Kinase-Glo ATP luminescence, activation; response scale: 0% is enzyme alone, no compound. Potency, µM (titrated, usually from 57.5 µM), without a hit: at the highest dose activation, most hits filed as activators. 260,000 compounds, 0.34% hits; also: potency is read from the fitted curve at half-maximal effect; % is scaled to controls: 0 for no effect and ±100 for the full control effect; nearly all actives have a fitted effect of over 55% in size
#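 Kinase-Glo luminescence reports ATP generated from ADP (0.1 mM) and PEP (0.5 mM) by purified hPK-M2 after 1 h at room temperature, pH 7.2 imidazole buffer; intermediate enzyme activity allows detecting inhibitors and activators.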
# MBNL1 CUG block = qHTS Assay for Inhibitors of MBNL1-poly(CUG) RNA binding; Potency, µM (top dose mostly 57.5 µM), for inactives: top-dose activity change, negative = inhibition, hits mostly inhibitors; AID 2675, 2010; 280,000 compounds, 0.036% hits; TR-FRET MBNL1-His/biotin-(CUG)12 binding, 665/545 ratio; Muscleblind-like protein 1 (Homo sapiens), Q9NR56; active = well fitted inhibition curve with a large enough effect in the signal ratio, with a control signal flat, not every such curve was filed as active; inconclusive = small, poorly fitted or top-dose-only effect, or effect the other way, or a change in a side signal; inactive = no such curve, though single readings can be large or run the other way; the % refers to the signal ratio; also: potency is read from the fitted curve at half-maximal effect; % is scaled to controls: 0 for no effect and ±100 for the full control effect
#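 Compounds (final 92 nM to 58 uM) are added to His-tagged MBNL1 and biotin-(CUG)12, then terbium anti-His antibody and streptavidin-XL665 (5 nM final). After 60 min at room temperature, the 665/545 nm ratio is read.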
# TSHR antag = Antagonists of the Thyroid Stimulating Hormone Receptor: HTS campaign | TSHR-expressing cells, TSH-stimulated cAMP HTRF, 2 h; stronger effect = lower value | activity change, negative = inhibition, % at 11.5 µM | 330,000 compounds, 0.2% hits | AID 504810, 2011;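 active = activity change below a set negative limit, meaning inhibition stronger than a set level, cut at about -70% in these data; inconclusive = activity change between two set negative limits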; also: % is scaled to controls: 0 for no effect and ±100 for the full control effect
#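 Competitive HTRF cAMP read-out (cryptate anti-cAMP antibody, cAMP-d2; 30 min, room temperature) in freshly harvested TSHR cells. Compounds added before TSH at EC80 (4nM final), followed by 2 hours' incubation at 37 deg C.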
# Mito fusion act = qHTS Assay for Small Molecule Inhibitors of Mitochondrial Division or Activators of Mitochondrial Fusion; S. cerevisiae fusion-defective mutant growth rescue, CellTiterGlo 48 h; Potency, µM (top dose mostly 46.1 µM), for inactives: at the highest dose growth rescue (activation), usual class: activators; 320,000 compounds, 0.23% hits; AID 485298, 2010;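 also: potency is read from the fitted curve at half-maximal effect; % of control where 0% means no effect; nearly all actives have a fitted effect of over 45% in size; temperature-sensitive fusion mutants such as fzo1-1 at 37 °C on non-fermentable ethanol glycerol medium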
#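 Luminescent cell viability in 1536-well qHTS format served as the measure of rescued growth in ts fusion-mutant S. cerevisiae cultured on non-fermentable YPEG for 48 hours at 37C.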
# USP2a block = qHTS Assay for Inhibitors of Ubiquitin-specific Protease USP2a Using CHOP2 as the Reporter | USP2 core, Ub-CHOP2 coupled fluorogenic reporter, 485/531 | Potency, µM (top dose mostly 38.3 µM), inactives show at the top dose activity change, negative = inhibition, actives largely listed as inhibitors | Ubiquitin carboxyl-terminal hydrolase 2 (Homo sapiens), O75604 | 330,000 compounds, 0.01% hits;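 also: potency is read from the fitted curve at half-maximal effect; plate controls were DMSO wells for no effect and full inhibition by NEM control for full effect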
#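 Deubiquitinase activity read as fluorescence (485/531 nm) after Ub-CHOP2 cleavage activates the enterokinase reporter on its substrate; USP2 core 10nM, Ub-CHOP2 and substrate 25nM each, 30min compound preincubation then 60min RT; data normalized to NEM, curves fitted.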
# Numbers without * were called inactive; ? = inconclusive; . = no result given; [ ] = remark or other dose. Unless noted, calls follow the shape of the dose curve; as a rule, active = well fitted curve in the direction sought with a large enough effect; inconclusive = small, poorly fitted or top-dose-only effect, or another doubt; inactive = no such curve, though single readings can be large; an effect the other way counts as inactive or inconclusive. These rows are one share of the data, so the mix of outcomes need not match the whole.
molecule | GALK inh | Menin MLL FP TR | TSHR antag | USP2a block | Mito fusion act | PKM2 activator | KCNH2 WT inh | BCR signal inh | MBNL1 CUG block | S-ASM inh | Eya2 phos inh
COc1cc(C(=O)NCc2cccs2)ccc1OCc1c(C)noc1C | . | . | . | 7% | . | . | -5 | -11% | . | -1% | 7%
Cc1ccc(-c2n[nH]c(=O)c3ccccc23)cc1S(=O)(=O)N(C)CCO | -2% | 0% | 12 | -4% | -1% | -8% | -5 | ? | -1% | 1% | 2%
CCOc1cc(/C=N/NC(=O)Cn2nc([N+](=O)[O-])cc2C)ccc1OCc1ccc(F)cc1 | 2% | 20% | 19 | -1% | -1% | 0% | 1 | 7% | -12% | -3% | -16%
CC(=O)c1cccc(OCC(=O)N(Cc2ccco2)c2c(N)n(Cc3ccccc3)c(=O)[nH]c2=O)c1 | . | . | -3 | 0% | -2% | . | 3 | -14% | . | 3% | 9%
COc1ccc2c(c1)N(C(=O)CSc1n[nH]c(C)n1)C(C)(C)C=C2C | 0% | -10% | 9 | 2% | 0% | -3% | 7 | ? | -2% | 3% | 5%
COc1ccc(/C=C(\C#N)C(=O)NCc2ccccc2)cc1O | -6% | 13% | 20 | 1% | 5% | . | -1 | ? | 23% | -4% | 21%
CCC(C)(NC(=O)c1cccc(N2C(=O)CSC2c2ccccc2)c1)C(=O)Nc1ccccc1C (stereo not drawn) | -3% | 7% | 1 | 2% | 3% | -3% | -1 | -2% | -12% | -2% | 1%
COc1ccc(NC(=O)C/C(C)=N/NC(=O)CCc2ccccc2)c(OC)c1 | -2% | . | 31 | -5% | 3% | . | 6 | -11% | -5% | -2% | ?
COC(C[C@H](O)C[C@H](O)COCc1ccccc1)OC | -3% | . | 9 | -4% | 29% | 4% | 5 | -2% | 4% | 2% | -1%
O=C(c1cccnc1)N1CCC(c2nc3ccccc3[nH]2)CC1 | 5% | 15% | -2 | -1% | -2% | 1% | . | 4% | -4% | . | 14%
Cn1c(=O)n(C)c2cc(S(=O)(=O)Nc3ccccc3O)ccc21 | -2% | 14% | 4 | 1% | -2% | ? | -1 | ? | -1% | 1% | -10%
CSc1nc2c(c(=O)[nH]1)C(c1cccc(Br)c1)CC(=O)N2 (stereo not drawn) | 12% | 8% | -4 | 0% | 0% | 0% | 4 | -7% | . | -4% | 2%
COc1ccccc1NC(=O)C(C)NS(=O)(=O)c1ccccc1 (stereo not drawn) | -3% | -5% | 8 | 3% | 2% | -1% | 6 | 5% | 23% | 2% | 1%
CCc1cccc(NC(=O)Nc2cccs2)c1 | -4% | ? | 3 | -7% | 7% | 29% | -8 | ? | 6% | -3% | 15%
COc1ccc(N2CSC3=C(C#N)C(c4ccc(OC)c(OC)c4)CC(=O)N3C2)c(OC)c1 (stereo not drawn) | 1% | -5% | -8 | 2% | 4% | -16% | 2 | 9% | 22% | -1% | -13%
C=CCNC(=O)C1CC(c2cccc(OC)c2)=NO1 (stereo not drawn) | 0% | 3% | -1 | 1% | 5% | 0% | -4 | -1% | -1% | 4% | -15%
COc1cc(NC(=O)CSc2c3c(nc4ccccc24)CCC3)cc(OC)c1OC | 2% | 12% | 20 | 0% | -2% | 4% | -9 | ? | 16% | -1% | -6%
CC(=O)N1c2ccc(S(=O)(=O)NCCC(=O)Nc3ccc(C)c(F)c3)cc2CC1C (stereo not drawn) | -1% | 6% | -16 | 1% | 28% | . | -5 | 1% | -3% | 1% | 3%
CC(=O)/C=C/c1ccccc1O | 6% | -11% | 8 | 0% | 7% | -3% | 19 | ? | -6% | 4% | -6%
O=C(COC(=O)COc1ccc(Cl)cc1)NCCNC(=O)COC(=O)COc1ccc(Cl)cc1 | . | . | -3 | -1% | -1% | . | 0 | 7% | . | 0% | 0%
CCn1c(SCC(=O)Nc2cc(F)ccc2C)nnc1-c1ccccc1O | -1% | 13% | -7 | 0% | 8% | -1% | -5 | 8% | -5% | 2% | 1%
CCn1c(-c2ccncc2)n[nH]c1=S | -2% | 8% | 2 | -3% | 3% | -2% | -1 | 0% | -3% | 3% | 10%
CC(C)(C)c1cc(Br)c(O)c(N=Nc2ccc(S(=O)(=O)N3CCOCC3)cc2)c1 | 7% | ? | -5 | -1% | 14% | -2% | -5 | 5% | ? | -22% | -9%
COc1cc(OC)cc(C(=O)N2CCC(N3CCN(c4ccccc4OC)CC3)CC2)c1 | -3% | -10% | -6 | -1% | -8% | -4% | -6 | 1% | ? | 1% | 1%
CC(C)(C)NC(=O)COC(=O)/C=C/c1ccc(F)cc1 | -1% | -24% | 5 | 1% | 1% | 5% | -7 | -12% | -3% | 0% | -1%
COc1cccc(NC(=O)CSc2nc3n[nH]c(C)c3c(=N)n2-c2cccc(OC)c2)c1 | -4% | ? | -9 | 2% | -1% | 25µM* | -1 | ? | -4% | ? | -2%
COc1ccc(N2CCN(C(=S)NC(C)c3ccccc3)CC2)cc1 (stereo not drawn) | 1% | ? | 2 | 0% | -2% | 10% | -3 | -4% | 2% | -1% | -13%
Cc1cc(C)cc(-n2c(SCC(=O)NCc3ccco3)nc3ccccc3c2=O)c1 | 5% | -8% | 5 | 2% | -3% | 2% | -8 | ? | 2% | -3% | -2%
COc1ccc(-c2nnc(Sc3nc4ccccc4o3)c3ccccc23)cc1 | 3% | 4% | 9 | 4% | -3% | -12% | 2 | ? | 105%[activator] | -5% | -4%
CN(C)S(=O)(=O)c1ccc2c(c1)C(CC(=O)O)NC2=O (stereo not drawn) | -2% | 13% | -4 | -2% | -5% | 0% | 12 | 1% | -6% | 2% | -2%

# Three compounds from above, limited to Mito fusion act and GALK inh:
SMILES	Mito fusion act	GALK inh
CCc1cccc(NC(=O)Nc2cccs2)c1	7%	-4%
COc1ccc(N2CSC3=C(C#N)C(c4ccc(OC)c(OC)c4)CC(=O)N3C2)c(OC)c1 (stereo not drawn)	4%	1%
C=CCNC(=O)C1CC(c2cccc(OC)c2)=NO1 (stereo not drawn)	5%	0%

# Later entries.
molecule | GALK inh | Menin MLL FP TR | TSHR antag | USP2a block | Mito fusion act | PKM2 activator | KCNH2 WT inh | BCR signal inh | MBNL1 CUG block | S-ASM inh | Eya2 phos inh
NC(=O)c1ccc(N2CCN(c3ncc(C(F)(F)F)cc3Cl)CC2)cc1 | -2% | . | 1 | 3% | 1% | -3% | -6 | 3% | -6% | -1% | -28%
CCNC(=O)N(CC)C[C@H]1N[C@@](C)(C(=O)OC)[C@H]2C(=O)N(C)C(=O)[C@@H]12 | . | . | -2 | -3% | . | . | 6 | 0% | . | -6% | -5%
O=C(COC(=O)CCC1CCCC1)Nc1ccccc1OC(F)F | 3% | -1% | 3 | 7% | 4% | -9% | 3 | 3% | -5% | 3% | -2%
CC1CCc2c(C(=O)NCc3ccco3)csc2C1 (stereo not drawn) | 5% | . | 0 | 8% | -12% | 1% | 30 | ? | 2% | 4% | -1%
